NCI-60 one-dose screen, 48 h, at 10 µM unless noted. Numbers give growth in % (100 = growth as untreated, 0 = no growth, -100 = all killed).
LOX IMVI: LOX IMVI melanoma | actives 7.4% (n = 79,000)
SK-MEL-28: SK-MEL-28 melanoma; actives 4.1% (n = 81,000)
UACC-257: UACC-257 melanoma; actives 4.4% (n = 78,000); AID 1794764
SK-MEL-5: SK-MEL-5 melanoma; actives 6.4% (n = 80,000)
MALME-3M: MALME-3M melanoma | actives 5.8% (n = 78,000)
HS 578T: HS 578T breast cancer | actives 4.1% (n = 78,000) | AID 1794788
UACC-62: UACC-62 melanoma | actives 5.4% (n = 81,000) | AID 1794756
SK-MEL-2: SK-MEL-2 melanoma | actives 4.7% (n = 77,000) | AID 1794763
* marks the source's active call; other numbers are inactive results; nt = not tested or not shown; & = joins results of further samples; [ ] = remark or other dose. Rule for the calls: active = growth percent below 10; inactive = the rest.

Order of results – LOX IMVI	SK-MEL-28	UACC-257	SK-MEL-5	MALME-3M	HS 578T	UACC-62	SK-MEL-2
CN(C)CCN(/N=C\c1ccc([N+](=O)[O-])o1)C(N)=O
→ 84	118	96	98	78	104	105	109
O=C(Cc1ccc2c(c1)CN(C1CCC(=O)NC1=O)C2=O)NCCc1ccccc1 (configuration not stated)
→ 81	37	92	-54*	-60*	-5.2*	54	26
CC(c1ccccc1)C1(O)CCCC1 (configuration not stated)
→ 100	103	nt	100	102	111	106	109
Nc1ncnc(N)c1NC(=O)c1ccc(OCc2ccccc2)cc1
→ 110	117	104	102	102	103	99	93
COc1cccc(-c2nn(-c3ccccc3)cc2-c2ccnc(NCCNS(=O)(=O)c3ccc(F)cc3)c2)c1
→ 63	nt	nt	39	86	60	nt	70
CCOC(=O)CCCS(C)(=O)=O
→ 99	104	108	102	105	101	94	91
O=C(O)c1cc(N=Nc2ccc(-c3ccc(N=Nc4c(S(=O)(=O)O)cc5ccc(Nc6ccccc6)cc5c4O)cc3)cc2)ccc1O
→ 96	107	107	106	86	106	94	94
CCCCCCCCCCCCCCCCN=Cc1cc(Cl)ccc1O
→ 95	111	109	111	94	91	96	92
COc1cc(/C=C/C(=O)c2sc(N)nc2C)ccc1OCC(=O)O
→ 94	104	99	97	94	97	103	103
CCOC(=O)C1(C(=O)OCC)CC1
→ nt	100	94	107	105	105	100	118
C#CC[N+]1(CC#CCCC[N+]2(CC#C)CCCC2)CCCC1
→ 98	107	63	103	99	116	100	102
O=C(O)c1cn(C2CC2)c2cc(N3CCN(C(=O)C[n+]4ccc5ccccc5c4)CC3)c(F)cc2c1=O
→ 96	106	103	104	99	96	101	110
Oc1c(Cl)cccc1-c1ccccc1
→ 106	99	101	100	122	115	98	104
C(=C\c1nc2ccccc2[nH]1)/c1nc2ccccc2[nH]1
→ 98	104	87	93	nt	100	91	107
COc1cc(/C=N/NC(=S)NNC(=S)NCc2ccccc2)cc(OC)c1OC
→ nt	97	92	93	86	92	86	99
CC(=O)c1ccc(NC2CCC(=O)N2)cc1 (configuration not stated)
→ 96	104	103	108	106	99	99	107
COc1cccc2c(=O)c3c(sc12)c(N1CCNCC1)nc1ccccc13
→ -29*	107	101	95	104	89	105	112
O=S(=O)(SC1=NCCN1)c1ccccc1
→ 97	112	106	106	103	100	96	96
O=c1c2nc(-c3ccccc3)oc2nc2nc(-c3ccccc3)[nH]n12
→ 101	104	98	106	109	108	93	104
Cn1c(=O)c2nc3c(=O)n(C)c(=O)n(C)c3nc2n(C)c1=O
→ 105	122	nt	106	120	-28*	94	110
CCOC(=O)N1CCC(N=C2CSc3nnc(-c4cc(C(F)(F)F)cc(C(F)(F)F)c4)n3N2)CC1
→ 16	45	49	-67*	68	21	33	-22*
N#Cc1c(-c2ccc(Cl)cc2Cl)c2c(N)nn(-c3ccccc3)c2[nH]c1=O
→ nt	109	106	103	101	103	94	110
Cc1ccc(C(=O)N/N=C/c2ccc3c(c2)OCO3)cc1
→ 89	107	115	100	108	115	76	90
CCc1ccc(-c2ccc(-n3nc(C)c(C#N)c3N)cc2)cc1
→ 76	105	105	72	93	103	85	95
O=C1N=C(C=c2ccc(=Cc3[nH]c(=O)[nH]c3O)cc2)C(=O)N1
→ 102	106	96	109	135	87	96	101
C=C(Cl)CSc1ncnc2nc[nH]c12
→ 91	108	98	98	124	115	92	97
Cc1ccc2c(c1)sc(-c1ccc(N(C)C)cc1)[n+]2C
→ 1.8*	31	4.5*	-77*	0.4*	20	8.9*	0.1*
O=C(NNc1ncnc2ccccc12)Nc1ccccc1
→ 115	100	114	100	102	111	93	123
COc1cc(C2=NNC(c3ccc(Oc4ccc(Cl)cc4)cc3)C2)cc(OC)c1OC (configuration not stated)
→ 88	98	95	86	99	108	77	109
Fc1ccc2[nH]cc(-c3nn4cc(-c5cccnc5)nc4s3)c2c1
→ 94	95	nt	93	84	88	88	nt

Reformatted as comma-separated lines: entries from further up.
Structure,LOX IMVI,SK-MEL-28,UACC-257,SK-MEL-5,MALME-3M,HS 578T,UACC-62,SK-MEL-2
O=C(O)c1cc(N=Nc2ccc(-c3ccc(N=Nc4c(S(=O)(=O)O)cc5ccc(Nc6ccccc6)cc5c4O)cc3)cc2)ccc1O,96,107,107,106,86,106,94,94
CCCCCCCCCCCCCCCCN=Cc1cc(Cl)ccc1O,95,111,109,111,94,91,96,92
COc1cc(/C=C/C(=O)c2sc(N)nc2C)ccc1OCC(=O)O,94,104,99,97,94,97,103,103
CCOC(=O)C1(C(=O)OCC)CC1,nt,100,94,107,105,105,100,118

Next section:
Order of results – LOX IMVI	SK-MEL-28	UACC-257	SK-MEL-5	MALME-3M	HS 578T	UACC-62	SK-MEL-2
CCOC(=O)c1c(C)nc2c(c1N)/C(=C/c1ccc[nH]1)C(=O)N2Cc1ccccc1
→ 93	109	99	94	107	98	93	91
CC(=O)OCC(=O)[C@@]1(O)CCC2C3CCC4=CC(=O)C=C[C@]4(C)[C@@]3(Cl)[C@@H](Cl)C[C@@]21C (some centres not stated)
→ 83	105	106	88	104	nt	93	96
Cc1ccc(S(=O)(=O)N/N=C/c2ccco2)cc1
→ 104	106	108	101	100	112	103	96
Clc1ccccc1Nc1nc(Nc2cnc3ccccc3c2)c2[nH]cnc2n1
→ 67	105	86	71	101	56	86	88
CN1C(=O)C2CC(O)C(SC3CC4C(=O)N(C)C(=O)C4CC3O)CC2C1=O (configuration not stated)
→ 96	115	nt	103	92	106	108	109
Fc1ccc(-c2nnc(COc3ccc(Cl)cc3Cl)o2)cc1
→ 96	111	71	108	94	100	91	87
CN(C)c1nc(N)nc(Nc2ccc(Br)cc2)c1N=O
→ 101	142	101	94	107	95	95	111
CC(=O)[C@@]1(O)[C@H](C)C[C@H]2[C@@H]3C[C@@H](F)[C@@]4(O)C[C@@H](O)CC[C@]4(C)[C@H]3CC[C@@]21C
→ 106	114	102	102	108	104	101	104
COc1cc(C(=O)NNC(=O)c2cccc(OCC(=O)O)c2)cc(OC)c1OC
→ 98	99	83	102	101	93	102	94
Cn1cc(-c2nn3cc(-c4ccncc4)nc3s2)c2ccccc21
→ 92	92	nt	95	71	91	83	nt
CCOC(=O)C#Cc1c(C(=O)OCC)nnn1[C@@H]1O[C@H](COC)[C@@H](OC)[C@H]1OC
→ 67	96	59	98	26	97	94	92
O=S(=O)(Nc1cccc2[nH]cnc12)c1ccc(F)c(Cl)c1
→ 93	89	96	91	80	86	92	nt
O=C(CCN1C(=O)NC2NC(=O)NC21)NCCc1ccccc1 (configuration not stated)
→ 100	115	94	99	110	105	106	100
CC(C)(C)Nc1nc2c(OCCc3ccccc3)cccn2c1-c1cccc([N+](=O)[O-])c1
→ 103	98	108	97	116	99	89	111
COc1ccccc1/C=N/NC(N)=O
→ 99	113	107	108	101	109	105	95
Oc1c(Br)cc(Br)c2ccc(Cn3cc(-c4ccc(C(F)(F)F)cc4)nn3)nc12
→ 12	48	55	98	17	101	68	91
O/N=C1\c2ccccc2-c2ccc(Br)cc21
→ 105	118	106	104	103	158	105	115
C=C1C(=O)O[C@H]2[C@H]1CC/C(COC(=O)NCCc1ccccc1OC)=C\CC[C@@]1(C)O[C@@H]21
→ 98	nt	96	nt	93	99	nt	101
C(=N/Nc1ncc(-c2cc3cc(-c4ccccc4)ccc3o2)s1)/c1c2ccccc2cc2ccccc12
→ 99	101	105	96	110	102	91	102
COc1ccc(-c2nc(SCCCCCC(=O)NO)[nH]c(=O)c2C#N)cc1
→ 99	105	112	101	98	111	103	112
COC(=O)c1ccc(CNC(=O)c2ccccc2C(=O)NCC2(CBr)OCCO2)cc1
→ 99	114	112	102	108	100	107	100
NC(=O)[C@@H]1Cc2ccccc2CN1C(=O)c1ccc2c(c1)CCC2
→ 95[50 µM]	115[50 µM]	111[50 µM]	100[50 µM]	102[50 µM]	99[50 µM]	91[50 µM]	94[50 µM]
COc1ccc(-c2nn(-c3ccccc3)cc2C2SCC(=O)N2c2ccc(O)cc2)cc1 (configuration not stated)
→ 95	109	96	nt	97	77	66	91
CC(=O)N(c1ccccc1)c1nc2ccccc2s1
→ 99	113	124	104	95	101	nt	118
COc1ccc(C=Nc2ccccc2C(=O)O)cc1OC
→ 103	102	95	103	113	94	nt	101
CCN(CC)Cc1cc(O)c(CN(CC)CC)cc1O
→ 100	115	96	101	109	nt	102	89
CCOC(=O)C(=Cc1ccccc1F)C(=O)OCC
→ 86	104	83	93	94	104	95	98
O=C(NCc1ccc(Cn2c(=O)sn(-c3ccccc3)c2=O)cc1)OCc1ccc2c(Cl)cc(Cl)c(O)c2n1
→ 60	83	100	82	81	88	64	93
CC(=O)N[C@H]1CCC[C@H](NC(C)=O)C1
→ 106	117	95	107	94	100	94	106
CCCCCCCCCCCCCCCCCCCCBr
→ 109	120	99	114	120	122	109	118
CCOC(=O)C1C(=O)N(c2ccccc2CC)C(=O)C(C#N)=C1c1ccc(OC)c(OC)c1 (configuration not stated)
→ 102	113	107	113	111	125	99	123
CC(=O)N[C@H]1CC[C@H]2[C@@H]3CCC4=CC(=O)CC[C@]4(C)[C@H]3CC[C@]12C
→ 92	111	103	99	104	108	95	107
C=CCNc1ncnc2sc(SC)nc12
→ 96	110	50	102	123	108	106	103
O=C1NCC(Nc2ccc(Cl)cc2)C(=O)N1 (configuration not stated)
→ 100	107	107	104	95	99	100	102
Cc1nc2ccc(Br)cn2c1-c1nnc(SCc2cc(F)ccc2F)o1
→ 91	107	106	87	93	92	83	103
COc1cc(C2=Cc3[nH][nH]c(=O)c3C(c3sc(N(C)Cc4ccccc4)nc3Cl)C2)cc(OC)c1OC (configuration not stated)
→ 96	102	103	94	93	83	80	100
CCCCCCCCN1COCC(COc2ccccc2C)OC1 (configuration not stated)
→ 97	106	109	99	97	92	89	126
CCOC(=O)c1cc(/C(=N\O)c2cc(OC)c(OC)c(OC)c2)n2cc(C)cc(C)c12
→ 32	56	nt	12	38	11	20	2.8*
COc1ccc(NS(=O)c2ccc(-c3ccccc3)cc2)cc1 (configuration not stated)
→ 79	110	67	97	110	77	82	86
Nc1nc(C(=O)N/N=C/c2ccc(Cl)cc2)nn1-c1ccc(S(N)(=O)=O)cc1
→ 94	109	106	102	107	102	96	104
COC(=O)c1ccc(NC(=O)CSc2nc3ccccc3c(=O)n2-c2ccccc2)cc1
→ 98	113	90	94	109	101	96	105
c1ccc(N2CC3COc4ccccc4C3=N2)cc1 (configuration not stated)
→ 90	112	95	90	70	94	95	97
COc1ccc(/C=C/C(=O)c2cccc(OCC(=O)O)c2)cc1OC
→ nt	95	95	102	103	102	98	109
COc1cc2c3c(cc4c5c(ccc4c3c1OC)OCO5)N(CCN(C)C)C2=O
→ -83*	-87*	-33*	-90*	-80*	-8.6*	-64*	-44*
N=c1n(CCN2CCCCC2)c2ccccc2n1CC(O)c1cccc(Br)c1 (configuration not stated)
→ nt	102	109	100	100	105	95	117
O=C1NC(=O)C2(CCCCCC2)N1
→ 111&104	127&108	106&78	104&99	103	117&106	94&95	104&100
N#CC1(C#N)C(/C=N/Nc2ccccc2)C(c2ccccc2)C1(C#N)C#N (configuration not stated)
→ 30	66	67	64	75	93	17	66

Some of the entries so far, comma-delimited:
compound,LOX IMVI,SK-MEL-28,UACC-257,SK-MEL-5,MALME-3M,HS 578T,UACC-62,SK-MEL-2
CCCCCCCCN1COCC(COc2ccccc2C)OC1 (configuration not stated),97,106,109,99,97,92,89,126
N#CC1(C#N)C(/C=N/Nc2ccccc2)C(c2ccccc2)C1(C#N)C#N (configuration not stated),30,66,67,64,75,93,17,66
